# TR SRC2 fluor cs = Total Fluorescence Counterscreen for Inhibitors of the Interaction of Thyroid Hormone Receptor and Steroid Receptor Coregulator 2; 280,000 tested, 0.29% active; TRb/SRC2 Texas Red total fluorescence interference; Potency, µM (doses to about 106 µM), for the others: at the highest dose fluorescence change, negative = quenching; AID 1479, 2009; active = well fitted curve in either direction with a large enough effect; inconclusive = small, poorly fitted or top-dose-only effect; also: % is scaled to controls: 0 for no effect and ±100 for the full control effect
#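 Flags fluorescent or light-absorbing compounds by total fluorescence, S + 2P, at 555 nm excitation and 632 nm emission. Mixture: 20 nM Texas Red SRC2 peptide, 0.6 uM human TRb LBD, 1 uM T3, 5% DMSO; compound exposure 5 h at ambient temperature.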
# L3MBTL1 block = qHTS Assay for the Inhibitors of L3MBTL1; Lethal(3)malignant brain tumor-like protein 1 (Homo sapiens), Q9Y468; AlphaScreen L3MBTL1–H3K9me1 peptide binding; Potency, µM (series often up to 57.1 µM), without a hit: top-dose activity, negative = inhibition, hits mostly inhibitors; 230,000 tested, 0.66% active; also: % is scaled to controls: 0 for no effect and ±100 for the full control effect; nearly all actives have a fitted effect of over 60% in size
#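 Displacement of a biotinylated histone H3(1-15) peptide monomethylated at Lys9 (75 nM) from L3MBTL1 (50 nM) was measured by AlphaScreen after a 30 min room-temperature compound incubation; cefsulodin titration served as intraplate control.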
# Tau fluor counter = Counterscreen qHTS for Inhibitors of Tau Fibril Formation, Fluorescence Polarization. tau K18 P301L Alexa594 fluorescence, heparin fibrillization. Potency, µM (series often up to 57.7 µM), without a hit: at the top dose activity change, negative = decrease. 280,000 tested, 0.93% active. AID 1463, 2008; also: % is scaled to controls: 0 for no effect and ±100 for the full control effect; nearly all actives have a fitted effect of over 55% in size
#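 Human K18 P301L tau (15 uM unlabeled plus 0.24 uM Alexa 594-labeled, final) in 100 mM sodium acetate pH 7 was mixed with compound and 20 uM heparin and incubated 6 hr at 37 C.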
# TRb SRC2 PPI = qHTS for Inhibitors of the Interaction of Thyroid Hormone Receptor and Steroid Receptor Coregulator 2. TRbeta-SRC2 peptide binding, fluorescence polarization; receptor liganded with 1 µM T3. 280,000 tested, 0.065% active. Thyroid hormone receptor beta (Homo sapiens), P10828. Potency, µM (titrated, usually from 106 µM), inactives show at the top dose activity change, negative = inhibition, actives largely listed as inhibitors;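 also: plate controls were bound peptide for no effect and peptide without receptor for full effect; nearly all actives have a fitted effect of over 50% in size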
# Target sequence (P10828 whole entry, looked up): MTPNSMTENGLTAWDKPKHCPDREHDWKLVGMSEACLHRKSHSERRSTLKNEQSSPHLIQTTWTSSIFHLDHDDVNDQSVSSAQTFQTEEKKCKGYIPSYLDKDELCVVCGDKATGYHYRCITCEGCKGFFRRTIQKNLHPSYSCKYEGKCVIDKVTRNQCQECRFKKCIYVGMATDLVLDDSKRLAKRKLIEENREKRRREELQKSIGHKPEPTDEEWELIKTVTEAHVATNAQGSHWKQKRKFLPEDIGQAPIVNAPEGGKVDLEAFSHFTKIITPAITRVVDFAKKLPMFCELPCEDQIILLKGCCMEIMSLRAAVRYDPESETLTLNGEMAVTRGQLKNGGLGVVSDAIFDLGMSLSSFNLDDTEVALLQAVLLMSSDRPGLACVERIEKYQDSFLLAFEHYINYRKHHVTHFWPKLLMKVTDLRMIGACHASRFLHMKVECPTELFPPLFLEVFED
#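 TRb LBD 0.6 uM + Texas Red SRC2 peptide 20 nM, 1 uM T3, Tris buffer w/ 5% DMSO; compound pinned, 5 h RT; FP read ex 555/em 632; normalized to unbound and bound controls.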
# RECQ1 inh = qHTS Assay for Inhibitors of RecQ-Like Dna Helicase 1 (RECQ1). RECQ1 DNA unwinding, red fluorescence kinetic read. Potency, µM (series often up to 57.3 µM), inactives show at the highest dose activity, negative = inhibition, hits mostly inhibitors. ATP-dependent DNA helicase Q1 (Homo sapiens), P46063. 240,000 tested, 0.54% active;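 also: plate controls were vehicle for no effect and no enzyme for full effect; nearly all actives have a fitted effect of over 30% in size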
# Target sequence (P46063 whole entry, looked up): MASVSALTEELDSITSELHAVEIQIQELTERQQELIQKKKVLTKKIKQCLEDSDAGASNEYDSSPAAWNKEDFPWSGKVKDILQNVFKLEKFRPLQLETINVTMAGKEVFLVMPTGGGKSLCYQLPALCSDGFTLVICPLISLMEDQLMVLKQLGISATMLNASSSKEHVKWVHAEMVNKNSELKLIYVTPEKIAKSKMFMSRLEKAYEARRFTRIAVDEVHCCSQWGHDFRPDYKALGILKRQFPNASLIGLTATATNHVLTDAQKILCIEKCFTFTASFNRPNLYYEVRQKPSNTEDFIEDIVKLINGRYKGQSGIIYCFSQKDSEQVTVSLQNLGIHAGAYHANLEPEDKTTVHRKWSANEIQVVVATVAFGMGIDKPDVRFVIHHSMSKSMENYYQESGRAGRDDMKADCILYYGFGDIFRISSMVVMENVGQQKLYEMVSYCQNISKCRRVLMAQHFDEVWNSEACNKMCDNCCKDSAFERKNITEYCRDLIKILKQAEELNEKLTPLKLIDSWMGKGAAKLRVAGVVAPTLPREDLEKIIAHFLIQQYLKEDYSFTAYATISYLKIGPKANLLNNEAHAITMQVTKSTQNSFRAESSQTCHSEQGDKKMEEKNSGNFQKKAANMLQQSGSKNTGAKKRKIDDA
#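 50 nM RECQ1T1 preincubated 15 min with compound in Tris pH 8.0 buffer with MgCl2, DTT, Tween-20 and 2.5 ug/ml poly(dI-dC); started with 200 nM TAMRA/BHQ-2 forked duplex and 2 mM ATP. Unwinding read as fluorescence (525/598 nm), two reads 2 h apart.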
# Tau fibril ThT = qHTS for Inhibitors of Tau Fibril Formation, Thioflavin T Binding | AID 1460, 2008 | 270,000 tested, 2.1% active | Potency, µM (titrated, usually from 57.4 µM), inactives show at the highest dose activity, negative = inhibition, most hits filed as inhibitors | recombinant tau K18 P301L, heparin-induced fibrillization, ThT fluorescence | Microtubule-associated protein tau (Homo sapiens), P10636; also: % is scaled to controls: 0 for no effect and ±100 for the full control effect; nearly all actives have a fitted effect of over 55% in size
#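 ThT emission at 510 nm, taken 1 hr after adding 30 uM dye, quantifies aggregates formed when 20 uM heparin acts on human tau K18 P301L for 6 hr at 37 C.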
# Tau fibril FP = qHTS for Inhibitors of Tau Fibril Formation, Fluorescence Polarization; Microtubule-associated protein tau (Homo sapiens), P10636; K18 P301L tau heparin fibrillization, Alexa594 FP, 6 h; Potency, µM (top dose mostly 57.7 µM), for inactives: at the top dose activity, negative = inhibition, usual class: inhibitors; 280,000 tested, 0.39% active; also: % is scaled to controls: 0 for no effect and ±100 for the full control effect; nearly all actives have a fitted effect of over 55% in size
#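 Recombinant K18 P301L […], labeled with Alexa 594 at 0.24 uM over 15 uM unlabeled; heparin inducer 20 uM final; 37 C, 6 hr; FP endpoint.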
# HTT ATP protect = qHTS Multiplex Assay to Identify Dual Action Probes in a Cell Model of Huntington: Cytoprotection (ATP) | PC12 HTT-Q103 induced, cytoprotection, ATP luminescence, 40 h | Potency, µM (doses to about 56.4 µM), inactives show cytoprotection (ATP increase), most hits filed as activators | 230,000 tested, 0.14% active | AID 1471, 2008;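 also: % of control where 0% means no effect; nearly all actives have a fitted effect of over 45% in size; toxic huntingtin expression switched on by the ecdysone agonist tebufenozide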
#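 Huntington model: PC12 line, ecdysone-inducible HTTQ103 exon1–GFP, tebufenozide 100 nM. Test articles in a dose series. Endpoint luminescence from cellular ATP.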
# An asterisk follows results filed as active; i = inactive; ? = inconclusive; · = no result given; [ ] = remark or other dose. Unless noted, calls follow the shape of the dose curve; as a rule, active = well fitted curve in the direction sought with a large enough effect; inconclusive = small, poorly fitted or top-dose-only effect, or another doubt; inactive = no such curve, though single readings can be large; an effect the other way counts as inactive or inconclusive. Potency is read from the fitted curve at half-maximal effect. An excerpt; count on the stated rates, not on these rows.
SMILES,TR SRC2 fluor cs,L3MBTL1 block,Tau fluor counter,TRb SRC2 PPI,RECQ1 inh,Tau fibril ThT,Tau fibril FP,HTT ATP protect
Cc1ccc(Cn2nnc3c(=O)n(CC(=O)NCc4ccc5c(c4)OCO5)cnc32)cc1,1%,-20%,2%,-10%,-5%,-5%,0%,-9%[10 µM]
CCOC(=O)CSc1nnc(CNc2cccc(Cl)c2)n1-c1ccccc1,-3%,·,-7%,-4%,-4%,-3%,-1%,8%
CCCCc1ccc(NC(=O)Cn2cnc3c2c(=O)n(C)c(=O)n3C)cc1,-68%,·,-3%,-15%,·,8%,-12%,·
CC(C)c1nnc(NC(=O)CCC(=O)NC2CCCCC2)s1,0%,0%,-7%,-1%,-5%,-1%,-4%,22%[10 µM]
O=[N+]([O-])c1ccc(NC(=S)N2CCN(c3ccc(F)cc3)CC2)cc1,-2%,7%,?,-6%,-1%,?,0%,-15%
Cc1cc(C(=O)OCC(=O)c2ccc3c(c2)NC(=O)CO3)c2ccccc2n1,2%,·,-18%,-13%,-7%,?,-7%,-5%
COc1ccnc(Oc2ccc(F)cc2)c1C(=O)N/C=N/OCc1ccc(F)cc1,2%,2%,-18%,-4%,-18%,-5%,4%,-34%
Cc1cccc(-c2nc(C)c(CCNC(=O)C(=O)Nc3ccc(C)c(C)c3)s2)c1,-12%,·,-3%,-1%,·,?,-6%,·
Cc1ccc(NC2=CC(=O)CC(c3ccccc3)C2)cc1 (centres undefined),-9%,0%,-4%,-5%,-4%,-11%,13%,·
O=C(NCCSCc1ccccc1)c1ccccc1,-2%,0%,-5%,2%,i,4%,8%,·
COc1ccc(C(=O)N/N=C(\c2ccccc2)c2ccccn2)cc1,-2%,-11%,-7%,4%,-8%,?,2%,·
CC(CN1CCN(C)CC1)OC(=O)c1ccc(F)cc1 (centres undefined),-1%,·,-8%,5%,-4%,-5%,?,-47%[inhibitor]
Cc1ccc2[nH]c3c(c2c1)CCCC3C(N)=O (centres undefined),-3%,3%,-12%,6%,?,-10%,9%,3%[10 µM]
COc1ccccc1OCCn1cc(C(=O)O)c2ccccc21,-2%,12%,-3%,5%,i,-8%,8%,23%[10 µM]
COC(=O)COc1ccc(S(=O)(=O)Nc2cc([N+](=O)[O-])ccc2C)cc1,-2%,-19%,-6%,3%,-8%,2%,-10%,-30%

# Entries listed so far with an aryl methoxy group:
SMILES,TR SRC2 fluor cs,L3MBTL1 block,Tau fluor counter,TRb SRC2 PPI,RECQ1 inh,Tau fibril ThT,Tau fibril FP,HTT ATP protect
COc1ccnc(Oc2ccc(F)cc2)c1C(=O)N/C=N/OCc1ccc(F)cc1,2%,2%,-18%,-4%,-18%,-5%,4%,-34%
COc1ccc(C(=O)N/N=C(\c2ccccc2)c2ccccn2)cc1,-2%,-11%,-7%,4%,-8%,?,2%,·
COc1ccccc1OCCn1cc(C(=O)O)c2ccccc21,-2%,12%,-3%,5%,i,-8%,8%,23%[10 µM]

# Continuation:
SMILES,TR SRC2 fluor cs,L3MBTL1 block,Tau fluor counter,TRb SRC2 PPI,RECQ1 inh,Tau fibril ThT,Tau fibril FP,HTT ATP protect
Cc1ccc(NCc2nnc(SCC(=O)NCc3ccco3)n2CC2CCCO2)c(C)c1 (centres undefined),-6%,·,-11%,2%,-2%,-17%,3%,-2%[10 µM]
COc1cccc(C(=O)Nn2c(C)nnc2-n2nc(C)cc2C)c1,-4%,11%,2%,-9%,i,-3%,2%,4%[10 µM]
CC(=O)c1nc2ccccc2n1CCc1ccccc1,1%,8%,-11%,5%,-3%,-14%,-2%,-17%
CCOC(=O)C1(C)NC(c2cccs2)C2C(=O)N(c3ccccc3)C(=O)C21 (centres undefined),1%,-5%,-1%,-2%,-6%,-1%,-5%,?
O=C(c1ccc2c(c1)N(Cc1ccccc1F)C(=O)c1ccccc1S2(=O)=O)N1CCN(c2ccccn2)CC1,-3%,·,-14%,0%,·,-2%,2%,·
COc1ccc(-c2[nH]ncc2CN2CCN(c3ccccn3)CC2)c(OC)c1,-7%,0%,-3%,-4%,-6%,-3%,3%,38%[10 µM]
Cc1ccc(C)c(N2CCN(c3cnn(-c4nc5ccccc5s4)c(=O)c3Cl)CC2)c1,2%,-5%,1%,17%,-9%,?,4%,-25%[10 µM]
CSc1nc2ncc(-c3ccsc3)c(N)n2n1,-1%,-9%,-7%,0%,i,-2%,-12%,-12%
Cc1ccccc1OCC(O)Cn1c(NCCN(C)C)nc2c1c(=O)n(C)c(=O)n2C (centres undefined),0%,1%,-1%,-3%,-5%,-10%,3%,8%
Cc1ccc(CNC(=O)c2cn(C3CCCC3)c(=O)c3c2c2ccccc2n3C)o1,-1%,·,-9%,9%,-5%,?,?,-57%[inhibitor]
CCOCCCn1c(=S)[nH]c2cc(C(=O)NCCOC)ccc2c1=O,3%,2%,-7%,3%,?,-7%,6%,-7%
C=CCSCC1Nc2cc(Cl)c(S(N)(=O)=O)cc2S(=O)(=O)N1 (centres undefined),-1%,-3%,-10%,0%,-8%,-5%,-7%,?
CCN(CC)c1ccc(NC(=O)C2=CCN(S(=O)(=O)c3ccc(F)cc3)CC2)c(C)c1,1%,-4%,-25%,4%,-7%,?,6%,·
COc1cccc(CNC(=O)CSc2n[nH]c(-c3ccccc3Cl)n2)c1OC,-1%,·,-2%,-6%,·,-4%,-4%,·
O=C(O)CC(Cn1[nH]nnc1=S)c1ccccc1 (centres undefined),2%,·,-11%,-18%,i,-10%,-15%,-1%
CCOC(=O)c1cn(CC(=O)Nc2ccc(C(C)C)cc2)nn1,-1%,3%,-3%,-14%,-2%,3%,-8%,-11%
Cc1nnc(-c2cccc(C(F)(F)F)c2)nc1N1CCOCC1,0%,2%,4%,5%,i,4%,-9%,-30%[inhibitor]
Cc1cc(C)n(-c2nc(NCCO)c3c4c(sc3n2)CCCC4)n1,0%,-14%,-11%,-11%,-6%,-16%,-14%,48%[10 µM]
C=CCNC(=O)COc1cc(C)ccc1C,2%,1%,-1%,2%,-5%,1%,-4%,·
Cc1ccccc1-c1noc(CCC(=O)NCC2CCCO2)n1 (centres undefined),-2%,·,-7%,-11%,-10%,-13%,0%,-36%[inhibitor]
CCN(CC)CCNC(=O)COc1ccc(OC)cc1,-1%,9%,-14%,-5%,-5%[25.9 µM],-8%,-2%,22%
Cc1nnc2c3ccccc3c(-c3cccc4ccccc34)nn12,2%,3%,2%,-2%,i,-8%,2%,-23%
CC(=O)c1cccc(N=C2NC(=O)CS2)c1,-3%,·,3%,-4%,-9%,-4%,7%,0%
Cc1ccccc1-n1c(SCC(=O)c2c(N)n(C)c(=O)n(C)c2=O)nc2sc3c(c2c1=O)CCCC3,-15%,-12%,-3%,0%,2%,5%,-12%,1%[1.9 µM]
CC(C)Cn1c(SCC(=O)N2CCCCC2)nc2ccccc2c1=O,0%,1%,-4%,-14%,0%,-5%,-6%,-4%[10 µM]
O=C(C[n+]1ccc(-c2nnc3n2CCC3)cc1)c1ccc(Cl)cc1,-1%,7%,-1%,3%,-10%,?,-2%,-21%[10 µM]
COc1ccc(S(=O)(=O)N2CCN(c3ccc4nnc(-c5ccccc5)n4n3)CC2)cc1,-1%,·,-20%,-11%,-3%,?,7%,-49%[inhibitor]
COc1ccc2c(c1OC)C(=O)OC2Nc1nc2ccccc2s1 (centres undefined),-2%,9%,-2%,5%,i,-5%,-1%,11%[10 µM]
COc1ccc2nc3ccccc3nc2c1NC(=O)c1ccc(Cl)cc1Cl,-1%,-5%,-15%,-2%,5%,2%,-2%,6%[10 µM]
O=C(CCCc1cccs1)Nc1nccs1,1%,9%,5%,-13%,-2%,4%,0%,·
Cc1cccc(OCC(=O)N/N=C/c2cc([N+](=O)[O-])ccc2N2CCOCC2)c1,-3%,-1%,-21%,-4%,-3%,-16%,-7%,·
CCOC(=O)c1[nH]c(C)c(C(=O)NCCCOC(C)C)c1C,-3%,-1%,9%,-5%,-12%,2%,0%,10%[10 µM]
O=C(CN(c1ccc(F)cc1)S(=O)(=O)c1ccccc1)NCc1ccco1,3%,-2%,-5%,7%,-3%,-8%,0%,-17%[10 µM]
CC1CC(C)CN(C(=O)COc2ccc(-c3nnco3)cc2)C1 (centres undefined),-1%,4%,-7%,0%,9%,-11%,1%,-24%
Cc1ccc(S(=O)(=O)c2cn(C)c3cc(N4CCCCCC4)c(F)cc3c2=O)cc1,7%,·,1%,3%,·,5%,7%,·
Cc1cc(OCC(=O)O)c2cccc(C)c2n1,0%,0%,7%,0%,-5%,2%,-3%,2%
CCCN(CCC)c1nc(N)c(C#N)c(CC#N)c1C#N,4%,·,-26%,-7%,i,-16%,4%,-19%
CCOc1ccc2ccccc2c1/C=N/NC(=O)CNC(=O)C(c1ccccc1)c1ccccc1,-1%,-1%,-19%,6%,-2%,2%,-15%,25%[10 µM]

# 3 structures out of the list, sorted by number of heavy atoms, low to high:
SMILES,TR SRC2 fluor cs,L3MBTL1 block,Tau fluor counter,TRb SRC2 PPI,RECQ1 inh,Tau fibril ThT,Tau fibril FP,HTT ATP protect
Cc1cc(OCC(=O)O)c2cccc(C)c2n1,0%,0%,7%,0%,-5%,2%,-3%,2%
CC1CC(C)CN(C(=O)COc2ccc(-c3nnco3)cc2)C1 (centres undefined),-1%,4%,-7%,0%,9%,-11%,1%,-24%
CCOc1ccc2ccccc2c1/C=N/NC(=O)CNC(=O)C(c1ccccc1)c1ccccc1,-1%,-1%,-19%,6%,-2%,2%,-15%,25%[10 µM]

# Screening data as filed in PubChem BioAssay.
